SRC1 inh: inhibits human SRC1 coactivator. Q15788. HEK293 GAL4-SRC1 luciferase reporter, luminescence. inhibition, % at 3.6 µM. hit rate 0.12% among 360,000. AID 588354;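 active = inhibition above the campaign mean plus 3 SD, with each screening campaign given its own cutoff, cut at about 60% in these data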;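 note: 0% = DMSO treated cells and 100% = gossypol at 36 µM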
Target sequence (Q15788 whole entry, looked up, the tested form may be a part): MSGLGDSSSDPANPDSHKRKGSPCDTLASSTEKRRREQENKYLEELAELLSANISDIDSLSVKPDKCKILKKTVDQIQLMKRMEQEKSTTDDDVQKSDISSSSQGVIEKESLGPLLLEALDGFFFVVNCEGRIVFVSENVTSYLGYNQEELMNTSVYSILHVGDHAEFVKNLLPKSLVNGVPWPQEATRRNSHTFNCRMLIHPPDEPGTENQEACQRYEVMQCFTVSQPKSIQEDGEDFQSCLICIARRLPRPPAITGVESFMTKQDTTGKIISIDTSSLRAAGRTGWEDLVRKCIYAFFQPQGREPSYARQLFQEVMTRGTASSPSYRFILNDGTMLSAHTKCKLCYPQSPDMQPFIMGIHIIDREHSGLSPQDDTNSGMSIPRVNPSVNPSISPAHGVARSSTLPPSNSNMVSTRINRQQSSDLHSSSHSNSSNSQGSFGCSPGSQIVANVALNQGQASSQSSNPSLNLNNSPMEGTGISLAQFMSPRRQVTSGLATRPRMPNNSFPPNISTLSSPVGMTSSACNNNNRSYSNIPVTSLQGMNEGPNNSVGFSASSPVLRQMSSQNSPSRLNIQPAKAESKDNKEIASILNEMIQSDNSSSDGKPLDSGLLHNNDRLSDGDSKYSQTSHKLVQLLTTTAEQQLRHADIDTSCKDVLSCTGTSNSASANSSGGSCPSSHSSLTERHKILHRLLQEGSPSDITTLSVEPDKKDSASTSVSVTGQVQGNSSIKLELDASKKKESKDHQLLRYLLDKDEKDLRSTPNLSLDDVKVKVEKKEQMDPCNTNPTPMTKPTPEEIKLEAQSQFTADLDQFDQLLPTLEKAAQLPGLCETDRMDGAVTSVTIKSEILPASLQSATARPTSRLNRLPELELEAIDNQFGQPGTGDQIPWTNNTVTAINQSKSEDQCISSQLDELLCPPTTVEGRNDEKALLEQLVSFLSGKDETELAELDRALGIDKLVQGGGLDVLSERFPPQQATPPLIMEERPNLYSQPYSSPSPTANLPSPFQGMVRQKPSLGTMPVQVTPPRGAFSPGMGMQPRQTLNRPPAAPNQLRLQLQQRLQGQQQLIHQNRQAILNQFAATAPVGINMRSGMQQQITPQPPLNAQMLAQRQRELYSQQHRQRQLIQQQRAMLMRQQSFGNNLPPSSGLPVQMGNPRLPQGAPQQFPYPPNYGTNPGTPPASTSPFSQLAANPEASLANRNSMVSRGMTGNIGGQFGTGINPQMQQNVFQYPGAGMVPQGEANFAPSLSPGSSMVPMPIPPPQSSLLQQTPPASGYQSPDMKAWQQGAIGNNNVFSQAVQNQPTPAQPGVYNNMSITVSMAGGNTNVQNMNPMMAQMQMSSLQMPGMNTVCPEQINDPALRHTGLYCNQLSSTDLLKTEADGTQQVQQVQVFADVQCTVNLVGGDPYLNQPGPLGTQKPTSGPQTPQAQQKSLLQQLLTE
Vif inh: inhibitors of HIV Vif | HEK293T cells, Vif self-association by quenched fluorescence, imaging, 24 h | inhibition, % at 7.49 µM | hit rate 0.35% among 340,000; in the data active = inhibition above about 50%, passing the limit was not always enough; inconclusive = no clear call, values can overlap the other calls; inactive = below about 31%; note: some results filed as inactive read as strong as hits
NCOA2 inhibitor: inhibits human steroid receptor coactivator 2. Q15596. HEK293 GAL4-SRC2 luciferase reporter, luminescence. inhibition, % at 9 µM. hit rate 0.17% among 370,000;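 active = inhibition above the mean inhibition of all tested compounds plus 3 SD, set per campaign, cut at about 52% in these data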;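 note: 0% = DMSO treated cells and 100% = cells given Gossypol at 36 µM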
LRH-1 inv ag: suppresses constitutive activity of human LRH-1; hit rate 0.13% among 360,000; O00482; HEK293T StAR-luciferase reporter, LRH-1 transfected, 24 h; AID 602396; inhibition, % at 3.6 µM;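 active = inhibition above the mean inhibition of all tested compounds plus 3 SD, cut at about 73% in these data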;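 note: 0% = DMSO wells and 100% = reporter-only cells lacking LRH-1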
LMP1 NFkB inh: reduces LMP1-driven NF-kappaB luciferase signal | inhibition, % at 12.5 µM | LMP1-induced NF-kappaB luciferase reporter cells, luminescence | hit rate 0.69% among 350,000; in the data active = inhibition above about 41%; inconclusive = no clear call, values can overlap the other calls;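 note: 0% = neutral control wells and 100% = reference inhibitor control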
TLR9-MyD88 inh: TLR9-MyD88 interaction inhibition; inhibition, % at 4.98 µM; CHO BLA complementation TLR9-MyD88, CCF4 FRET ratio; hit rate 0.21% among 340,000; AID 504734;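 active = inhibition above the mean over all tested compounds plus 3 SD, cut at about 21% in these data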;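 note: 0% = DMSO only wells and 100% = clavulanate BLA inhibitor control wells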
NCOA3 inh: inhibitors of human steroid receptor coactivator 3 (SRC3); hit rate 0.17% among 360,000; Q9Y6Q9; inhibition, % at 3.6 µM; HEK293 GAL4-SRC3 luciferase reporter, luminescence;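 active = inhibition above a per-campaign cutoff, the mean of all compounds plus 3 SD, cut at about 60% in these data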;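 note: 0% = DMSO-treated cells and 100% = gossypol-treated cells at 36 µM; higher means less SRC3-driven luciferase light from the GAL4 reporter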
TROY signal inh: blocks TROY-dependent signaling in reporter cells; Q293 LMP1-TROYcd NF-kB luciferase reporter, 4 h; inhibition, % at 10 µM; hit rate 0.98% among 360,000; AID 1347056;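 active = compounds whose plate-normalised and pattern-corrected inhibition of the luciferase reporter signal at the single screening dose is 50% or more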
NOD2 RIPK2 PPI: blocks binding of human NOD2 to RIPK2 | CHO BLA complementation NOD2-RIPK2, CCF4 ratio | inhibition, % at 4.98 µM | hit rate 0.38% among 360,000 | AID 624267; in the data active = inhibition above about 21%;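 note: 0% = vehicle only and 100% = reference blocker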
NR2F2 inh: NR2F2 (human) inhibition, primary screen; P24468; HEK293T NGFI-A luciferase reporter, luminescence; inhibition, % at 8.6 µM; hit rate 0.7% among 370,000;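 active = inhibition above a per-plate cutoff, mean inhibition of test wells between control levels plus 3 SD, cut at about 38% in these data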;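 note: cells cotransfected with COUP-TFII expression vector driving the NGFI-A reporter; 0% = median of COUP-TF2 test wells and 100% = reporter-only cells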
C8 TRAIL sens: sensitizes caspase-8 expressing cells to TRAIL. NB7+C8 cells + TRAIL, ATPlite viability luminescence. inhibition (viability loss, TRAIL sensitization), % at 10 µM. hit rate 1% among 360,000;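 active = compounds causing at least 50% loss of cell viability in the single-dose screen, relative to plate controls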
* marks the source's active call; other numbers are inactive results; ? = inconclusive; . = not tested or not shown. Only part of the results is shown (hit frequency here may not be typical).

SMILES | SRC1 inh | Vif inh | NCOA2 inhibitor | LRH-1 inv ag | LMP1 NFkB inh | TLR9-MyD88 inh | NCOA3 inh | TROY signal inh | NOD2 RIPK2 PPI | NR2F2 inh | C8 TRAIL sens
CCOP(=O)(OCC)C(NC(=O)c1ccccc1)C(Cl)(Cl)Cl (stereo not drawn) | -7.9 | 7.6 | 13.8 | -18.6 | -9.2 | -2.2 | 16.1 | -16.4 | 4.6 | -6.7 | -2.2
CCCC/C(=N/O)c1c(C)[nH]c2ccccc12 | -6.3 | 0.4 | 1.2 | -3.3 | 8.5 | -3.5 | 16.2 | -3.5 | -12.8 | -13.2 | -7.2
Brc1ccc2c(c1)CN(CC1CCCCC1)Cc1cnnn1-2 | 5.1 | -1.9 | 15.4 | -12.9 | . | . | 22.1 | 2.8 | 11.2 | 4.9 | -13.7
O=P(Oc1ccccc1)(Oc1ccccc1)N1CCOCC1 | -5.8 | 11.7 | -10.3 | -14.6 | -4.4 | -12.3 | -12.7 | 1.9 | 2.4 | 7.7 | -21.1
CCC1(CCc2ccncc2)C(=O)NC(=O)NC1=O | -90.1 | 26.2 | 3.0 | -9.0 | 1.4 | 3.9 | 7.5 | 3.7 | -1.9 | 4.6 | -5.2
C[n+]1c(-c2ccccc2)cc(CCCCc2cc(-c3ccccc3)[n+](C)c(-c3ccccc3)c2)cc1-c1ccccc1 | -15.4 | -1.1 | 18.3 | 8.2 | 10.8 | -6.0 | 20.8 | 31.2 | 5.8 | -0.2 | -4.1
CN(C)CCSC1c2ccccc2CSc2ccccc21 (stereo not drawn) | 0.9 | -0.4 | -2.0 | -4.2 | . | . | 8.7 | -7.9 | 2.6 | 8.7 | -4.6
O=P(Oc1ccccc1)(N1CCOCC1)N1CCOCC1 | 8.7 | 9.2 | -20.1 | 12.6 | 0.7 | -12.1 | -3.9 | -2.8 | -4.1 | 1.0 | -7.2
CCCCc1ccc(NC2=NCCCS2)cc1 | 2.2 | -3.4 | -0.6 | -14.7 | -18.0 | -6.7 | -6.3 | -44.2 | -0.1 | -30.3 | 15.9
COc1ccc(Cn2c(O)c(/C=N/NC(=O)c3ccccc3)c(=O)[nH]c2=O)cc1 | -55.4 | 3.4 | -33.4 | -73.1 | 3.1 | 1.2 | -43.3 | -1.1 | -1.8 | -47.7 | -1.9
O=C1NCN(c2ccccc2)C12CCN(C(c1ccnc3ccccc13)c1nnnn1C1CCCCC1)CC2 (stereo not drawn) | -7.5 | 2.0 | 22.1 | -9.4 | . | . | -1.1 | -4.0 | -0.8 | 5.8 | -21.8
CN1CCCN(C(=O)COc2ccc(F)cc2Cl)CC1 | 2.4 | -4.2 | 7.1 | -3.1 | -2.7 | 5.2 | -6.1 | 14.5 | 4.5 | -11.7 | -3.3
FC(F)(F)c1ccccc1CCN1CCNCC1 | 4.6 | . | 4.3 | -10.3 | -2.7 | -4.8 | 17.0 | -10.1 | 9.5 | -6.6 | 1.6
CN(C)C1(c2nnnn2-c2ccc(Cl)cc2)CCCCC1 | -0.5 | 5.4 | 4.8 | 6.5 | 2.1 | 7.0 | -11.1 | 11.1 | 2.7 | 6.4 | -6.8
Cc1ccccc1-n1c(O)c(/C=C2/C(c3ccccc3)=Nc3ccccc32)c(=O)[nH]c1=O | -10.6 | 8.3 | -10.2 | 22.9 | -8.5 | 8.7 | -15.6 | -30.3 | 3.9 | -7.8 | -2.9
COC(=O)C1=C(c2ccccc2)C[C@@H]2CC[C@H]1N2C(=O)N1CCC(O)CC1 | 5.2 | 3.4 | -15.5 | -12.8 | 5.7 | -0.2 | 4.8 | -5.7 | 0.1 | 20.8 | 5.4
COCCCNP1(=O)OCC(C)([N+](=O)[O-])CO1 (stereo not drawn) | 5.7 | 3.5 | 6.4 | -3.0 | -18.3 | -2.1 | 2.9 | 10.8 | -10.8 | -12.3 | 0.9
C1CCCN(C2CCNCC2)CC1 | -16.5 | 5.5 | -52.0 | -3.2 | 3.2 | -7.2 | 20.4 | 5.4 | 2.1 | 2.9 | 11.5
CN(C(=O)c1ccco1)C1(c2ccccc2Cl)CCCCC1=O (stereo not drawn) | -16.1 | 8.1 | -13.4 | 13.2 | 4.2 | -13.4 | 13.2 | 12.9 | -4.0 | -2.9 | -13.5
CCN(CC)c1ccccc1 | -13.1 | -1.1 | 3.9 | 24.4 | -7.4 | -13.3 | -1.0 | -4.3 | -6.1 | 10.3 | 5.5
O=c1[nH]c(O)c(N=Nc2ccc3c(c2)OCCO3)c(=O)[nH]1 | 66.7* | 3.4 | 58.5* | 71.5 | 36.3 | -2.5 | 69.1* | 87.6* | 0.7 | 81.7* | 45.0
Cc1sc2c(c1C)C(c1cccs1)=NCC(=O)N2CC(=O)NCc1cccs1 | -4.2 | -6.1 | -18.7 | 3.0 | -14.9 | -6.3 | 16.6 | -2.1 | -7.9 | 3.9 | -15.3
CCC/C(=N\O)c1c[nH]c2ccccc12 | -10.8 | 1.5 | -0.4 | 11.5 | -1.7 | -3.7 | -14.5 | -17.5 | -3.0 | -11.3 | -8.0
O=Cc1c(C(=O)O)n(Cc2ccccc2Cl)c2ccccc12 | 16.6 | 2.4 | -4.8 | 26.0 | 7.7 | 6.7 | 11.2 | -15.8 | -2.9 | 18.4 | 0.8
CCC1(CC(C)C)C(=O)NC(=S)NC1=O | -22.1 | 6.6 | -10.9 | 6.8 | 0.2 | -9.3 | -10.8 | 4.1 | 7.1 | -17.1 | 12.8
CN(C)c1ccc(/C=C2\C(=O)NC(=O)N(Cc3ccc(F)cc3)C2=O)cc1 | -6.3 | 10.0 | 16.5 | 6.4 | 4.6 | 2.0 | 14.3 | 11.5 | 0.4 | 2.8 | 0.9
CC(C)c1ccc(C(c2c(O)c3ccccc3oc2=O)c2c(O)c3ccccc3oc2=O)cc1 | 12.1 | -5.7 | 6.1 | -6.3 | 8.4 | 9.3 | -4.6 | 68.5* | 4.6 | 5.7 | -8.7
O=C(c1cc(-c2cccnc2)nc2ccccc12)N1CCC2(CC1)OCCO2 | 2.6 | 22.0 | -3.5 | 25.3 | -0.6 | -5.8 | 3.9 | -5.9 | 2.7 | 2.6 | -1.5
Cn1c(O)c(C=Nc2ccc(Cl)cc2)c(=O)n(C)c1=O | 0.9 | 11.2 | 0.5 | -12.5 | -22.9 | 3.1 | 14.1 | -24.1 | -7.3 | -6.3 | 9.3
Cc1ccc(/C=C2\C(=O)NC(=S)N(c3ccc(F)cc3)C2=O)o1 | 19.9 | -3.3 | 6.8 | -9.9 | -5.9 | -2.3 | -4.7 | 1.9 | 7.4 | 8.6 | 6.0
COc1ccc(Br)cc1CN1CCN(C(=O)Cc2ccccc2)CC1 | -0.8 | ? | 4.7 | 4.7 | -7.6 | -13.7 | 2.2 | . | 4.9 | 9.1 | -7.2
CCCc1cc(=O)oc2cc(OCC(=O)N3C[C@H]4C[C@@H](C3)c3cccc(=O)n3C4)ccc12 | 2.2 | -0.4 | 9.2 | -2.8 | 4.3 | -14.4 | 19.4 | 7.5 | 8.0 | 7.9 | 0.6
Cc1cccc(NP2(=O)NCCCN2)c1 | -6.2 | -16.4 | -28.4 | 15.4 | 13.0 | -7.8 | 8.1 | 0.7 | -7.3 | -10.3 | -9.2
CC(=CCOc1ccc2ccc(=O)oc2c1)C1=CC(=O)C(C)(C)O1 | 26.0 | . | -6.3 | 0.2 | 38.3 | -8.2 | 31.9 | 8.8 | 11.5 | -20.0 | 12.8
Cc1cc(C(=O)CS(=O)(=O)c2ccccc2)cc(C)c1OC(=O)N(C)C | -104.4 | 1.3 | -46.5 | -114.8 | -14.5 | -3.4 | -76.9 | 59.7* | 2.9 | -21.7 | 36.7
CC(=O)N1CC(=O)Nc2ccc(C)cc2C1c1ccccc1 (stereo not drawn) | -2.5 | 6.4 | -9.9 | 12.6 | -0.1 | -7.7 | 5.0 | -1.6 | -2.4 | -27.8 | -1.1
COC(=O)C(O)(c1ccc(N(C)C(=O)COc2ccccc2)cc1)C(F)(F)F (stereo not drawn) | 7.8 | 4.2 | -6.4 | 18.0 | 1.4 | 0.1 | 1.2 | -7.7 | 0.8 | 12.7 | 8.6
Cc1ccc(N2C(=O)/C(=C/N3CCN(C(=O)c4ccco4)CC3)C(=O)NC2=S)cc1C | -12.9 | 1.7 | -11.3 | -12.5 | 2.5 | 5.8 | -2.1 | 4.9 | -5.4 | -19.7 | 0.9
CC1=C2C(=O)C3C(CC=C4CC(OC5OC(O)C(O)C(O)C5CO)CCC43C)C2CCC12OC1CC(C)CNC1C2C (stereo not drawn) | -2.6 | 1.7 | -11.2 | -23.0 | -0.7 | -4.9 | 3.7 | -7.6 | -0.6 | 7.5 | 10.0
C=CCn1c(O)c(C(CC)=NCCc2c[nH]c3ccccc23)c(=O)[nH]c1=O | 0.4 | 2.1 | 8.2 | 6.4 | 14.5 | -4.2 | 7.5 | -4.5 | 5.0 | 2.3 | 6.8
COc1ccc(C2C(C#N)=C(N)Oc3c2c(=O)oc2ccccc32)cc1Cn1cc([N+](=O)[O-])cn1 (stereo not drawn) | -14.3 | -2.3 | 4.4 | -15.9 | 3.5 | 6.7 | -15.7 | -7.5 | -4.3 | -10.8 | 5.4
COc1cc2c(C(=O)N3CCN(C)CC3)c(C)n(C)c2cc1Br | 1.7 | . | -17.8 | -4.2 | 1.5 | -6.0 | 16.2 | -2.5 | -12.9 | -2.3 | 0.5
CC(C(=O)N1CCC2(CC1)OCCO2)C1Sc2ccccc2NC1=O (stereo not drawn) | 9.1 | . | -24.5 | -7.9 | -0.4 | 6.7 | -19.3 | 7.5 | -12.5 | -4.3 | 3.0
CC(Cc1ccccc1)NC(=O)Cc1ccc(N(C)C)cc1 (stereo not drawn) | -7.7 | -8.2 | -7.6 | 12.1 | -1.6 | 2.7 | -3.8 | 11.6 | -14.6 | 1.3 | 0.5
CN(C)C1=C(C#N)C(c2ccccc2)=NP(N(C)C)(N(C)C)=N1 | 1.8 | 7.2 | -16.9 | 6.0 | -5.8 | -13.0 | 3.0 | 12.8 | 2.6 | -7.4 | -12.0
CN1CCN(c2ccc([N+](=O)[O-])c(NCc3ccco3)c2)CC1 | -9.9 | 9.7 | -26.5 | -3.3 | -1.5 | 8.1 | 21.4 | 4.5 | -11.9 | 5.5 | 6.3
CN1C(=O)C(=Cc2ccccc2OCc2ccccc2Cl)C(=O)N(C)C1=O | -0.1 | -2.1 | 5.7 | 4.7 | -3.7 | 3.4 | -1.4 | -15.2 | -0.7 | 2.2 | 7.0
C=CCn1c(O)c(C(C)=NCc2ccc3c(c2)OCO3)c(=O)[nH]c1=O | 1.5 | 3.2 | -18.4 | 11.6 | 11.7 | 0.4 | 19.6 | -2.4 | 8.3 | 9.2 | 3.6
CCOC(=O)[C@]12Cc3cc(Cl)ccc3[C@H]1N(Cc1ccccc1)C(=O)c1ccccc12 | -9.8 | -4.1 | -20.8 | 3.2 | -5.5 | -2.9 | 9.5 | 4.6 | -6.8 | 1.5 | 10.4
COc1ccc(C2NCc3ccc4c(c3-n3cccc32)OCO4)cc1OC (stereo not drawn) | -17.0 | -1.0 | . | -15.4 | -3.7 | 2.6 | -10.4 | 18.7 | -2.9 | . | 4.0
CCc1ccc(/C=C(/C#N)C(N)=S)cc1 | -14.0 | 2.4 | -15.5 | 1.3 | -19.2 | 5.4 | 9.1 | 0.3 | 0.7 | 18.2 | 19.1
